All columns: NCI-60 one-dose screen, growth in % after 48 h at 10 µM unless noted; 100 = growth as untreated, 0 = no growth, -100 = all killed.
UACC-62 – UACC-62 melanoma; hit rate 5.4% among 81,000; AID 1794756
SK-MEL-5 – SK-MEL-5 melanoma | hit rate 6.4% among 80,000 | AID 1794755
SK-MEL-28 – SK-MEL-28 melanoma | hit rate 4.1% among 81,000 | AID 1794761
HS 578T – HS 578T breast cancer | hit rate 4.1% among 78,000 | AID 1794788
UACC-257 – UACC-257 melanoma. hit rate 4.4% among 78,000. AID 1794764
LOX IMVI – LOX IMVI melanoma; hit rate 7.4% among 79,000
SK-MEL-2 – SK-MEL-2 melanoma; hit rate 4.7% among 77,000; AID 1794763
MALME-3M – MALME-3M melanoma; hit rate 5.8% among 78,000
* marks the source's active call; other numbers are inactive results; nt = not tested or not shown; & = joins results of further samples; ! = not confirmed by another sample. The calls were made as follows: active = growth percent below 10; inactive = the rest.

entry	SMILES	MALME-3M	SK-MEL-2	HS 578T	LOX IMVI	SK-MEL-5	SK-MEL-28	UACC-62	UACC-257
1	CC(C)C(=O)NC(c1ccco1)c1ccc2cccnc2c1O (configuration not stated)	95	93	93	73	103	100	107	108
2	CCOC(=O)C1=C(N)N(c2ccc(Cl)cc2)C2=C(C(=O)CC(C)(C)C2)C1c1ccccc1Br (configuration not stated)	82	90	104	98	21	102	64	58
3	CCN(CC)C(=O)c1c(C)[nH]c(/C=C/C(=O)c2ccc(C(F)(F)F)c(F)c2)c1C	100	99	83	99	91	103	80	98
4	COc1ccc(Oc2nc(Nc3ccc(N4CCOCC4)cc3)ncc2NC(=O)c2ccnc([N+](=O)[O-])c2)cc1	124	110	93	97	99	111	79	107
5	COc1ccc(-c2nn(-c3ccc(S(N)(=O)=O)cc3)c(=O)c3ccccc23)cc1OC	123	116	96	90	112	122	96	118
6	O=CC(=O)c1ccc(-c2ccc(C(=O)C=O)cc2)cc1	102	109	115	96	99	104	100	105
7	COc1ccc2cc(C(=O)c3cn(-c4ccc(Cl)cc4)nc3C(C)=O)ccc2c1	80	84	89	83	100	85	86	88
8	CC/C(=C(\c1ccc(OCCN2CCOCC2)cc1)c1ccc(OC(=O)C2CCCCC2)cc1)c1ccc(Cl)cc1	105	101	97	103	111	106	97	109
9	O=C(/C=C/c1cc2ccccc2[nH]c1=O)c1ccc(Cl)cc1	46	19	54	-69*	56	80	31	45
10	COc1cc(/C(=C2/O[C@@H]([C@H](O)CO)[C@H]3OC(C)(C)O[C@@H]23)c2ccc3ccccc3c2)cc(OC)c1OC	89	163	nt	92	101	nt	71	107
11	CNCC(OC)c1ccc(O)c(O)c1 (configuration not stated)	124	134	nt	nt	116	112	121	113
12	COc1ccc(/C=C/C(=O)c2cnccn2)cc1OC	103	83	105	101	103	111	102	91
13	CC/C(=C(\CC)c1ccc(OS(=O)(=O)O)cc1)c1ccc(OS(=O)(=O)O)cc1	92	92	nt	82	74	85	72	95
14	O=C1OC(=O)C2C(c3ccccc3)=C(c3ccccc3)C(c3ccccc3)=C(c3ccccc3)C12 (configuration not stated)	101	118	113	97	101	120	113	96
15	C=C(C)[C@@H]1CC[C@]2(C(=O)N3CCN(C)CC3)CC[C@]3(C)[C@H](CC[C@@H]4[C@@](C)(CCC(=O)O)[C@H](C(=C)C)CC[C@]43C)[C@@H]12	87	92	87	92	83	99	71	83
16	O=C(NCCCNc1nccc(-c2c(-c3cccc(F)c3)nc3sccn23)n1)c1ccc(Cl)cc1	113	93	50	74	87	109	77	115
17	O=C(Nc1ccc(Oc2ccc(NC(=O)Nc3ccc([N+](=O)[O-])cc3)cc2)cc1)Nc1ccc([N+](=O)[O-])cc1	-3.4*	-28*	23	12	-76*	25	16	-21*
18	CC(=O)Nc1ccc([I+]c2ccc([N+](=O)[O-])cc2)cc1	44	103	nt	91	81	106	81	90
19	OCCNc1nc(Nc2ccc(C3=NN(c4cc(Cl)cc(Cl)c4)C(c4ccc(Cl)cc4)C3)cc2)nc(N2CCOCC2)n1 (configuration not stated)	91	107	88	79	87	86	72	96
20	COC(=O)c1noc2cc([N+](=O)[O-])ccc12	93	94	108	92	103	111	101	84
21	COC(=O)C1=Nc2c/c(=C\c3cc(-c4cc(OC)ccc4OC)oc3O)oc2=C1	75	92	118	97	111	95	102	130
22	CCCCC(=O)c1ccc(OC(=O)c2ccc([N+](=O)[O-])cc2)cc1	116	101	96	93	102	101	91	97
23	O=C1C=CC(=Nc2ccc(O)c(Cl)c2)C=C1	101	110	115	103	102	108	85	114
24	CC(=O)OC[C@@]12CC[C@]3(C)[C@H](CC[C@@H]4[C@@]5(C)CC=C(OC(C)=O)C(C)(C)[C@@H]5CC[C@]43C)[C@H]1[C@@H](C)C(C)=C(C(C)=O)C2	95	106	96	87	83	91	55	93
25	CCOC(=O)C1=C(C)NC(=O)NC1c1c(Cl)n(C(C)=O)c2ccccc12 (configuration not stated)	91	94	90	88	90	100	84	101
26	O=C(O)c1cc(Cl)ccc1NS(=O)(=O)c1ccccc1	nt	117	109	102	nt	118	101	113
27	CC1(C)CC(=O)C2=C(C1)N(CCc1ccc(S(N)(=O)=O)cc1)C1=C(C(=O)CC(C)(C)C1)C2c1cccs1	100	nt	105	100	98	104	93	100
28	Cc1cccc([C@@H]2C[C@H](O)Cc3cc(Br)c4ccccc4c3N2)c1	nt	nt	104	74	87	109	58	98
29	CCCCCCCCN(CCCCCCCC)CC(O)c1ccc(Cl)c(C)c1Cl (configuration not stated)	102	123	nt	54	101	106	89	89
30	O=C(Nc1ncccc1OCc1ccc(F)cc1)Nc1cccc2ccccc12	129	74	98	91	96	108	63	95

More entries follow:
entry	SMILES	MALME-3M	SK-MEL-2	HS 578T	LOX IMVI	SK-MEL-5	SK-MEL-28	UACC-62	UACC-257
31	COc1cccc(CO)c1OC	121	112	112	103	106	116	107	103
32	Cc1ccc(C2=NN(C=O)C(c3sc(N4CCOCC4)nc3Cl)C2)cc1 (configuration not stated)	104	109	121	97	106	108	95	124
33	CCOC(=O)CC1(C)SCCN1C(=O)OCC (configuration not stated)	103	nt	107	98	102	113	106	80
34	COc1ccc2nc(N)ccc2c1	95	108	86	66	94	113	98	103
35	CCN(CCN(C)C)C(=O)CNCc1cc(C(N)=O)ccn1	114	95	108	100	95	110	105	nt
36	CCN(CC)C(=S)SC(SC(=S)N(CC)CC)C(=O)c1nnn(-c2ccc([N+](=O)[O-])cc2)c1C	94	92	113	89	77	104	86	101
37	CCCCC(=O)N(CCC)CCC	112	111	146	106	114	151	101	104
38	COc1ccc(-c2nc(-c3nc4cc(Cl)c(F)cc4[nH]3)c3ccccn23)cc1	97	50	133	66	59	92	75	62
39	CC(C)(C)c1cc(NC(=O)Nc2ccc(-c3cn4c(n3)sc3cc(OCCN5CCOCC5)ccc34)cc2)no1	20&29	11	-2.5*	0.3*!	9.6*!	34&43	5.3*	-6.8*
40	COc1ccc(C(O)c2ccccc2C(O)c2ccc(OC)cc2)cc1 (configuration not stated)	109	106	122	102	nt	123	97	87
41	CC(O)c1ccc(NC(=O)C2CCN(c3nc(C(F)(F)F)ccc3C#N)CC2)cc1 (configuration not stated)	88	nt	99	91	nt	100	57	nt
42	O=C(CSc1nnc2n1N=C(c1ccc([N+](=O)[O-])cc1)CS2)c1ccc([N+](=O)[O-])cc1	106	100	92	93	105	96	76	98
43	O=C1OC(c2ccccc2)=N/C1=C\c1ccc2c(c1)OCO2	92	115	103	105	104	105	98	110
44	Cc1ccc(C(=O)c2ccccc2)cc1C	126	111	110	102	nt	112	96	111
45	C[C@@H]1N=C(c2ccc(Cl)cc2)Nc2nc3ccccn3c2C1=O	76	85	87	88	88	93	79	81
46	CCOC(=O)c1[nH]c(=S)n(Cc2ccccc2)c1C(=O)OCC	nt	98	116	93	106	121	102	98
47	NS(=O)(=O)c1ccc(N2C(=O)c3cccc4cccc(c34)C2=O)cc1	100	92	111	95	103	107	105	110
48	C[N+]12CCC34c5ccccc5NC3C3C(CC(=O)[O-])OCC=C(C1)C3CC42 (configuration not stated)	115	107	105	nt	114	110	96	109
49	Clc1ccc(NN(Cc2ccncc2)c2ccc(Cl)cc2)cc1	nt	91	93	92	98	95	84	75
50	CC(=O)CC(C)(C)NC(=S)Nc1ccc(O)cc1	91	114	95	91	90	115	96	85
51	CC(C)OC(=O)c1ccc2n1CCc1cnc(NC3CCCCC3)nc1-2	92	100	108	93	102	104	100	117
52	Cl[C@@H]1CCO[C@H](c2ccco2)C1	107	103	97	99	101	103	93	94
53	Cc1sc2nc3ncc(-c4ccc(Cl)cc4)nn3c(=O)c2c1C	93	101	115	107	125	127	104	114
54	CC1=NN(c2nc(-c3ccco3)c(C#N)c(=O)n2C)C(=O)C1N=Nc1c(C)n(C)n(-c2ccccc2)c1=O (configuration not stated)	108	117	123	99	108	131	102	133
55	OC(c1ccccc1)C(Cc1ccccc1)N1CCOCC1 (configuration not stated)	100	142	97	104	106	111	96	105
56	COC1(CO)CCN(c2nnnn2Cc2ccc(F)c(C)c2)CC1	103	108	101	nt	99	99	101	100
57	COc1ccc(-c2csc3c(=O)nc4c(C#N)n[nH]n4c23)cc1OC	93	101	86	85	87	96	84	124
58	O=C(O)c1ccccc1Oc1cc(-c2ccco2)nc(OCCn2cnc3nc[nH]c3c2=O)n1	111	129	99	86	111	108	115	103
59	Cc1[nH]c(=O)c(C#N)cc1-c1ccncc1	102	103	101	nt	101	122	115	102
60	CC(CC(=O)c1ccccc1)=NCC(O)CN=C(C)CC(=O)c1ccccc1 (configuration not stated)	95	118	104	97	90	103	95	nt

Quoted from the listing:
Entry for entry 49 in SK-MEL-5: 98
Entry for entry 34 in UACC-257: 103
Entry for entry 54 in UACC-257: 133
Entry for entry 42 in UACC-257: 98
Entry for entry 46 in SK-MEL-28: 121

Sorted by count of non-hydrogen atoms (lowest first): some entries from above.
entry	SMILES	MALME-3M	SK-MEL-2	HS 578T	LOX IMVI	SK-MEL-5	SK-MEL-28	UACC-62	UACC-257
31	COc1cccc(CO)c1OC	121	112	112	103	106	116	107	103
53	Cc1sc2nc3ncc(-c4ccc(Cl)cc4)nn3c(=O)c2c1C	93	101	115	107	125	127	104	114
57	COc1ccc(-c2csc3c(=O)nc4c(C#N)n[nH]n4c23)cc1OC	93	101	86	85	87	96	84	124
38	COc1ccc(-c2nc(-c3nc4cc(Cl)c(F)cc4[nH]3)c3ccccn23)cc1	97	50	133	66	59	92	75	62
10	COc1cc(/C(=C2/O[C@@H]([C@H](O)CO)[C@H]3OC(C)(C)O[C@@H]23)c2ccc3ccccc3c2)cc(OC)c1OC	89	163	nt	92	101	nt	71	107

More structures follow:
entry	SMILES	MALME-3M	SK-MEL-2	HS 578T	LOX IMVI	SK-MEL-5	SK-MEL-28	UACC-62	UACC-257
61	CNC(=O)C(c1ccc(Cl)cc1)c1ccc(Cl)cc1	98	98	106	93	104	100	nt	88
62	O=C1CC(=O)N2CCSC2=N1	103	91&101	108&124	96&100	106&108	110&127	102&110	105&120
63	O=C(CCc1nnc2sc(COc3ccccc3)nn12)c1nc2ncccc2[nH]1	91	102	79	92	nt	107	92	99
64	Cc1nn(-c2nc3ccccc3[nH]2)c(N)c1-c1ccccc1	94	93	101	78	nt	95	97	104
65	O=[N+]([O-])c1ccc(Br)o1	104	94	113	94	97	104	103	110
66	O=C(Nc1ccc2c(ccn2Cc2ccc(F)cc2)c1)c1cccnc1	107	97	86	88	95	101	82	96
67	O=C1Cc2cc(CCn3cncn3)c(Cl)cc2N1	94	71	29	81	40	67	68	52
68	C=CCNC(=O)C1COc2ccccc2O1 (configuration not stated)	102	102	99	88	121	104	92	121
69	CCOC(=O)N1CCCC1	94	108	116	100	96	126	93	102
70	CNC(=O)c1ccccc1	95	99	94	100	103	111	100	105
71	Cc1ccccc1NC(N)=O	105	nt	nt	105	101	121	114	99
72	O=C1NC(c2ccc(C(F)(F)F)cc2)N=C2C(c3ccccc3)=NOC12 (configuration not stated)	117	103	102	108	104	107	101	98
73	COc1cc(NC(=O)CN2CCN(c3cc(=O)n(-c4ccccc4)c4ccccc34)CC2)cc(OC)c1OC	nt	107	101	101	99	106	98	102

Some of the entries so far, with one line to a screen.
(70) CNC(=O)c1ccccc1
(71) Cc1ccccc1NC(N)=O

assay / compound | 70 | 71
MALME-3M | 95 | 105
SK-MEL-2 | 99 | nt
HS 578T | 94 | nt
LOX IMVI | 100 | 105
SK-MEL-5 | 103 | 101
SK-MEL-28 | 111 | 121
UACC-62 | 100 | 114
UACC-257 | 105 | 99

Screening results deposited in PubChem BioAssay by NCI.
